High-throughput results: PubChem, several laboratories
LAP4-GFP MLPCN = modulators of TOR pathway LAP4-GFP in S. cerevisiae | 320,000 tested, 0.34% active | S. cerevisiae LAP4-GFP multiplex, flow cytometry GFP, 3 h; median GFP as percent of DMSO wells | AID 2023 | GFP response vs DMSO, % at 10 µM;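 active means GFP response vs DMSO above a set limit, about the screen mean plus 3 SD, cut at about 150% in these data; inconclusive means under 70 cell events counted for the yeast strain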
AHR activator = activates the human aryl hydrocarbon receptor; 320,000 tested, 2.5% active; P35869; activation, % at 5 µM; AHR-responsive luciferase reporter cells, luminescence; in the data active means activation above about 47%;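 further: 0% = vehicle wells and 100% = reference agonist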
proCasp3 act = activates human procaspase-3 | activation, % at 8.5 µM | 330,000 tested, 0.11% active | P42574 | AID 463141 | recombinant procaspase-3 D3A, Ac-DEVD-pNA absorbance 405 nm;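 active means activation above the mean of all tested compounds plus 3 SD, cut at about 21% in these data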;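 further: 0% = DMSO alone and 100% = DMSO wells spiked with extra 5 µM PC-3 D3A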
Target sequence (P42574 whole entry D9A/D28A/D175A): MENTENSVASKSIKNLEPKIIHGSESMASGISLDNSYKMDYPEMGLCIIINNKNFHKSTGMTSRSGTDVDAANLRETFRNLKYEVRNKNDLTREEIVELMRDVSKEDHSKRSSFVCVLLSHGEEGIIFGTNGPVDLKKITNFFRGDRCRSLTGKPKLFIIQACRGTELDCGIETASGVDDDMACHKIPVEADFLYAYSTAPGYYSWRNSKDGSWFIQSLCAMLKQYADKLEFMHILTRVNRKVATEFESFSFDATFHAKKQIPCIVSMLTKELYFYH
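Assay system – Procaspase-3 D3A mutant · Benchmarks – DMSO low control, extra-enzyme high control · Technique – 405 nm absorbance of p-nitroaniline, reads at 0 and 120 min · Doses – 8.5 µM nominal · Measure – % activation between DMSO and enzyme-spiked controls · Also added – Ac-DEVD-pNA chromogenic peptide substrate · Schedule – 1 h compound preincubation, 2 h substrate hydrolysis at 25 °C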
AGP1-GFP MLPCN = alters AGP1-GFP fluorescence in TOR pathway yeast screen; S. cerevisiae AGP1-GFP multiplex flow cytometry, 3 h; GFP as percent of DMSO wells; 320,000 tested, 0.02% active; GFP response vs DMSO, % at 10 µM;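 active means GFP response relative to DMSO above a set limit, near screen average plus 3 SD, cut at about 150% in these data; inconclusive means fewer than 70 cells counted for the yeast strain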;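 further: median GFP channel fluorescence of the gated AGP1 strain per well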
RPL19A-GFP yeast = yeast TOR pathway RPL19A-GFP modulation; S. cerevisiae RPL19A-GFP strain, flow cytometry, 3 h; active compounds read low; percent response vs DMSO, % at 10 µM; 330,000 tested, 0.3% active; AID 2025;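 active means percent response vs DMSO below 50%; inconclusive means fewer than 70 events counted for the yeast strain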;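 further: median channel GFP fluorescence of the barcoded RPL19A-GFP strain; ratio of sample median GFP to plate DMSO average so 100% = DMSO; lower means less RPL19A-GFP as with rapamycin TOR inhibition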
proCasp7 act = activates human procaspase-7, counter-screen for procaspase-3 activators; P55210; recombinant procaspase-7, Ac-DEVD-pNA absorbance 405 nm; D23A/D198A/D206A triple mutant, cannot self-cleave; scale: DMSO 0, 5 µM enzyme 100; activation, % at 8.5 µM; 330,000 tested, 0.093% active; AID 463210;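 active means percent activation above the screen-wide mean plus 3 SD, cut at about 25% in these data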
Target sequence (P55210 whole entry D23A/D198A/D206A): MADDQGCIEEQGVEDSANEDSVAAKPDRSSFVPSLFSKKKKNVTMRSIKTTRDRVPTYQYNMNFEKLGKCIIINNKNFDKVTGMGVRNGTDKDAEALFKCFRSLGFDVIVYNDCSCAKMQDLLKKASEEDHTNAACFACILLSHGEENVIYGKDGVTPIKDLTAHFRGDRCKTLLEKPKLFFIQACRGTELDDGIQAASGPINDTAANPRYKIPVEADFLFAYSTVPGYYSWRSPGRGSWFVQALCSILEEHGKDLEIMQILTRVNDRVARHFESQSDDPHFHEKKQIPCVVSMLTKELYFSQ
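System: Procaspase-7 triple mutant (PC-7 D3A); measure: % activation from two-timepoint absorbance difference, scaled to controls; times: 1 h compound preincubation, 2 h substrate cleavage, 25 °C; also added: Ac-DEVD-pNA substrate, 400 µM as added; measured by: Epi-absorbance of released pNA at 405 nm, two timepoints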
CIT2-GFP yeast = alters CIT2-GFP fluorescence in TOR pathway yeast screen | GFP response vs DMSO, % at 10 µM | S. cerevisiae CIT2-GFP strain, flow cytometry, 3 h; 100 means same as DMSO wells | 320,000 tested, 0.065% active;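 active means GFP response relative to DMSO above a set limit, near the screen mean plus 3 SD, cut at about 150% in these data; inconclusive means Fewer than 70 cells measured for a yeast strain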;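 further: ratio of well median GFP fluorescence to mean of DMSO wells on the plate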
MEP2-GFP yeast = alters MEP2-GFP fluorescence in TOR pathway yeast screen; S. cerevisiae MEP2-GFP strain, flow cytometry GFP, 3 h; 100% = DMSO control level; GFP response vs DMSO, % at 10 µM; 330,000 tested, 0.51% active; AID 2016;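 active means GFP response versus DMSO above a set limit, roughly screen mean plus 3 SD, cut at about 180% in these data; inconclusive means fewer than 70 cells counted for a yeast strain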;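 further: median GFP fluorescence of the barcode-gated MEP2-GFP cells per well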
* hit, by the source's call; ? = inconclusive; · = no result given.

SMILES	LAP4-GFP MLPCN	AHR activator	proCasp3 act	AGP1-GFP MLPCN	RPL19A-GFP yeast	proCasp7 act	CIT2-GFP yeast	MEP2-GFP yeast
Cc1cc(NC(=O)/C(C#N)=C/c2ccc(-c3cccc(C(F)(F)F)c3)o2)n(-c2ccccc2)n1	99	0	9	105	106	-8	104	106
COc1ccc(C2CC23N=C(c2ccccc2)OC3=O)cc1 (configuration not stated)	125	0	5	88	99	1	64	94
Cc1ccc2c(=O)c(C(=O)c3ccc(F)cc3)cn(CC(=O)NCc3ccco3)c2n1	95	1	-13	109	105	-15	102	103
N#Cc1ccc[n+](CC(=O)c2ccc(NC(=O)c3ccccc3)cc2)c1	103	5	-1	98	108	-4	106	101
CCCc1cc(=O)[nH]c(SCC(=O)N2CCc3ccccc32)n1	93	0	5	95	95	-1	96	97
COc1ccc(CNC(=O)/C(C#N)=C2\N=C(NC(=O)c3cccs3)c3ccccc32)cc1	109	-2	-2	101	108	7	94	107
Cc1cc(C(F)(F)F)nc(CCNCc2c(C(=O)N3CCCC3)nc3ccccn23)n1	97	8	-1	102	99	-6	·	100
CC(=O)Nc1ccc(N2CCCCC2)cc1	94	1	12	98	96	2	101	100
COc1ccc(Cc2nc3ccc(C(=O)NCc4cc(C)no4)cc3o2)cc1	93	15	8	96	103	16	99	99
COc1ccccc1NS(=O)(=O)c1cccc(C(=O)N/N=C/c2c(CO)cnc(C)c2O)c1	105	4	-3	103	101	-12	102	107
CCC(CC)=NNC(=O)c1ccccc1OCc1ccc(F)cc1	102	10	3	104	103	-26	102	104
CCN(CC)S(=O)(=O)c1ccc(N2CCOCC2)c(NS(=O)(=O)c2cc(C(C)(C)C)ccc2C)c1	98	-1	-7	107	112	-6	104	102
CC1CCCC(C)N1C(=O)c1ccc2c(c1)S(=O)(=O)c1ccccc1C2=O (configuration not stated)	90	2	-3	95	101	8	92	98
Cc1ccc(C)c(OCCC(=O)Nc2ccccc2C(=O)NC2CC2)c1	98	30	5	102	100	11	109	102
COC(=O)c1cccc(NC(=O)/C(=C\c2ccccc2)NC(=O)c2ccccc2Cl)c1	95	-4	7	99	94	1	97	97
O=C(CSCc1ccc(Cl)cc1)NCc1ccc2c(c1)OCO2	110	1	1	111	108	-7	93	110
Cc1cccc(C(=O)NCCCN(C)CCCNC(=O)c2cccc(C)c2)c1	97	1	0	92	100	-7	97	98
COc1cc(-c2nc(C(=O)NC3CCCCC3)cc3c2[nH]c2ccccc23)cc(OC)c1OC	107	0	1	105	101	13	103	106
Cc1cccc(C(=O)Nc2nnc(-c3ccc(C(C)(C)C)cc3)s2)c1	99	24	-3	104	102	12	107	105
COCCNC(=O)[C@@H]1CCCN1S(=O)(=O)c1cccc2cccnc12	123	-1	3	77	94	2	72	90

Looked up above:
Value of `Cc1cc(NC(=O)/C(C#N)=C/c2ccc(-c3cccc(C(F)(F)F)c3)o2)n(-c2ccccc2)n1` under AHR activator: 0
Value of `CCCc1cc(=O)[nH]c(SCC(=O)N2CCc3ccccc32)n1` under MEP2-GFP yeast: 97

(more compounds)
SMILES	LAP4-GFP MLPCN	AHR activator	proCasp3 act	AGP1-GFP MLPCN	RPL19A-GFP yeast	proCasp7 act	CIT2-GFP yeast	MEP2-GFP yeast
COc1ccc(-c2c3c(=O)n(C)c(=O)n(C)c3cn2-c2ccccc2O)cc1	70	2	0	?	99	-4	97	?
CN1CCN(NC(=O)CN2C(=O)/C(=C/c3ccccc3F)SC2=S)CC1	91	2	-9	96	98	-4	98	96
CSc1nnc(-c2ccccc2)o1	93	-1	4	93	98	7	100	106
Nc1nc(NCCN2CCOCC2)nc(NCc2ccccc2)c1[N+](=O)[O-]	·	4	-5	·	99	1	·	102
C[C@@H]1C=C(C(=O)NCc2ccccc2)O[C@H](OCc2ccc(CO)cc2)C1	135	-3	4	92	99	1	112	92
O=C(O)c1ccc(N/N=C/c2ccc(OC(=O)c3ccccc3Cl)cc2)cc1	100	-3	-11	99	100	14	95	100
N#CCSc1nc2c(sc(=S)n2Cc2ccco2)c(=O)n1-c1ccc(F)cc1	97	1	-20	96	99	-18	93	99
O=C(CCn1c(=O)c2ccccc2n(CC(=O)NCCC2=CCCCC2)c1=O)NCc1ccco1	98	3	-4	97	96	-3	97	94
CC1=NN(c2ccccc2)C(=O)/C1=C\c1sccc1C	110	42	-8	103	97	1	92	103
Cc1ccsc1CNCc1cc(Cl)ccc1O	121	1	4	82	90	-1	86	88
O=C(CSc1nnc(-c2cccnc2)o1)Nc1ccccc1Br	97	0	1	98	99	-7	98	104
Cc1nc(-c2ccccc2)ccc1C(=O)O	104	1	7	104	97	-1	101	99
CC(=O)c1cc2ccccc2oc1=O	88	6	7	87	92	-1	91	89
O=C1NC(=O)C(CC(=O)N(c2ccccc2)C2(C(=O)NC3CCCC3)CCCCC2)N1 (configuration not stated)	94	0	0	103	100	3	104	97
O=C(COC(=O)CCCSc1nc2ccccc2[nH]1)Nc1ccc(Oc2ccccc2)cc1	104	-2	11	99	102	-1	100	103
CS(=O)(=O)c1ccc(-c2nnn(CC(N)=O)n2)cc1	95	2	-4	92	100	-3	95	97
COc1cccc(C(=O)NCCS(=O)(=O)N2CC(C)CC(C)C2)c1 (configuration not stated)	97	5	-4	103	96	9	102	94
CCCCn1c(-c2csc(CC)c2)n[nH]c1=S	97	4	-16	100	102	-33	92	104
Cc1nc2ccc(S(=O)(=O)NC(C(=O)NCc3ccco3)C(C)C)cc2s1 (configuration not stated)	92	0	-1	100	97	-3	112	97
CCOC(=O)C1CCN(C(=O)Cc2ccccc2OC)CC1	101	-1	7	100	87	10	98	90
Cc1cc(C(=O)CN2CCC(C)CC2)c(C)n1-c1ccc(F)cc1	96	11	3	95	101	2	94	96
Cc1ccccc1NC(=O)CN1C(=O)NC2(CCCCC2)C1=O	104	-1	0	115	113	0	98	100
C/C(=N\N=C1\NC(=O)CS1)c1cccs1	97	6	8	82	100	6	108	94
COC(=O)c1ccc(CSCC(=O)Nc2cc(OC)cc(OC)c2)o1	102	7	6	101	100	9	91	99
CCN(CC(=O)Nc1ccccc1C(F)(F)F)C(=O)C1=COCCO1	105	-3	4	109	98	4	103	101
Cc1cccc(Oc2ncnc(N)c2[N+](=O)[O-])c1C	101	1	-10	100	100	5	93	101
Cc1cccc(NC(=S)N2CCC(c3nc4ccccc4s3)CC2)c1	110	-3	3	109	103	1	100	104
CN(C)CC#CCC(O)(c1ccccc1)c1ccccc1	112	-2	6	109	103	4	102	105
CCC1=NN2C(=N)/C(=C/c3cc(C)n(Cc4ccccc4)c3C)C(=O)N=C2S1	108	5	-40	103	100	-22	117	106
O=C(NNc1c(F)c(F)cc(F)c1F)c1ccco1	87	2	-3	93	96	-18	96	92
Cc1cccc(OCCCC(=O)NCc2ccco2)c1	103	-2	-5	99	100	3	91	100
COc1ccc(NC(=O)CSc2nnc(Cc3ccccc3)c(=O)n2N)c(OC)c1	104	1	-6	97	98	3	95	108
CCC(=O)Nc1ccc(NC(=O)c2ccco2)c(OC)c1	95	0	4	98	97	3	97	98
COc1nc2c(C)cccc2cc1-c1noc(-c2ccco2)n1	112	33	-3	115	111	2	115	113
CCOC(=O)C1=C2SCC(=O)N2C(N)=C(C#N)C1	105	4	-1	108	108	0	104	106
CC(=O)N(C)c1ccc(NC(=O)/C=C/c2ccccc2Cl)cc1	101	-14	-3	107	100	-2	105	106
C=CCN1C(=O)C2(OCCCO2)c2cccc(C)c21	111	1	-11	136	101	13	101	124
CC(C)N(C(=O)/C=C/c1cccc([N+](=O)[O-])c1)C(C)C	100	4	0	96	99	2	94	94
CC(=O)Nc1ccc(C(=O)CSc2nnnn2C2CCCC2)cc1	107	5	-2	94	96	15	87	97
COC(=O)C1=C(C(=O)OC)[C@@H]2N(C)c3ccccc3[C@@]23C[C@@H](C(=O)OC)N(C(=O)COCc2ccccc2)C3=N1	105	6	4	91	105	1	83	95

Overlap with the part before: 2 entries, followed by the next part.
SMILES	LAP4-GFP MLPCN	AHR activator	proCasp3 act	AGP1-GFP MLPCN	RPL19A-GFP yeast	proCasp7 act	CIT2-GFP yeast	MEP2-GFP yeast
CC(=O)Nc1ccc(C(=O)CSc2nnnn2C2CCCC2)cc1	107	5	-2	94	96	15	87	97
COC(=O)C1=C(C(=O)OC)[C@@H]2N(C)c3ccccc3[C@@]23C[C@@H](C(=O)OC)N(C(=O)COCc2ccccc2)C3=N1	105	6	4	91	105	1	83	95
Cc1ccccc1C(=O)N1CCC(C(=O)Nc2ccc3c(c2)OCO3)CC1	93	8	0	102	102	2	95	103
CCOC(=O)/C(C#N)=C\c1ccc(N2CCN(C)CC2)cc1	93	2	-5	102	95	-5	100	101
CCC(=O)c1ccc(OCC(=O)Nc2ccccc2N2CCOCC2)cc1	105	1	9	98	99	-5	89	98
O=C(N/N=C/c1ccc2c(c1)OCO2)C(=O)Nc1cccc(Cl)c1	103	0	6	100	101	7	92	100
N#Cc1cc(Oc2ccccc2)c(-n2nnc3ccccc32)cc1C#N	100	-3	-1	99	99	1	98	100
O=C(CNC(=O)c1cccc(Br)c1)N/N=C/c1ccc[nH]1	104	-2	-5	79	93	0	91	63
CC1CCCCC1NC(=O)C1CCC(CNS(=O)(=O)c2ccc(F)cc2)CC1 (configuration not stated)	104	0	4	107	105	-6	116	107
COc1ccc(N2CCN(C(=O)COc3ccc4c(C)cc(=O)oc4c3C)CC2)cc1	97	1	10	81	93	-2	100	112
O=C(NNC(=O)c1cnccc1C(F)(F)F)c1ccc(Cl)cc1	102	1	2	103	105	0	97	103
Cn1c(CN2CCCC2)nc2cc(NC(=O)c3ccc(Cl)cc3)ccc21	106	15	7	110	101	3	104	104
CN(C)c1ccc(/C=[N+](\[O-])C2N(c3ccccc3)C(=S)SC2(C)C)cc1 (configuration not stated)	98	-2	-7	100	100	4	96	101
COC(=O)c1cc2nc(-c3ccccc3)cc(C(F)(F)F)n2n1	100	-1	4	88	93	10	92	98
COC(=O)c1cc(=O)n(Cc2ccc(F)cc2)c(=NCc2ccc(F)cc2)s1	91	-3	1	103	108	4	104	105
C=CC(C)(C)c1c(O)c(CC=C(C)C)c(O)c2c(=O)c3ccc(O)c(O)c3oc12	115	1	0	93	92	-6	93	113
O=C(c1ccc(F)cc1)N(c1ccccn1)C1CCCCC1	106	-1	7	106	101	9	98	97
CCOc1ccc(C(=O)NCc2ccccn2)cc1	101	6	0	101	101	1	98	98
CSCC[C@H](NC(=O)N1CCn2c1nc1ccccc12)C(=O)N[C@H](Cc1ccccc1)C(=O)O	100	-1	-4	107	104	-1	110	103
CC1CCCCC12NC(=O)N(CC(=O)c1ccc[nH]1)C2=O (configuration not stated)	96	2	4	97	95	1	94	100
Cc1cc(C)n2nc(CC#N)c(C#N)c2n1	99	0	-9	106	106	-8	109	99
O=C(Nc1ccccc1Cl)NC1(C(=O)NCCCN2CCOCC2)CCCCC1	78	0	5	99	100	11	·	94
COc1ccccc1Nc1nnc(SCC(=O)N2CCCC2=O)s1	95	1	-3	69	108	0	61	88
COc1cc(C(=O)Nc2cccc(S(=O)(=O)N3CCCC3)c2)cc(OC)c1C	108	13	-7	117	109	6	112	113
